hcDAF-12 act = activates DAF-12 receptor from parasite H. contortus; HEK293 hcDAF-12 lit1-tk-luc reporter, luminescence; 0% DMSO, 100% Δ7-dafachronic acid; activation, % at 6.8 µM; 370,000 compounds, 1.4% hits; AID 652067;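 active means activation above the mean of all tested compounds plus 3 SD, cut at about 5.5% in these data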;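 further: 100% = response to 3 µM Δ7-dafachronic acid high control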
sPLA2-III inh = Inhibits HGIII-sPLA2 liposome hydrolysis, primary screen; AID 743126; 370,000 compounds, 0.56% hits; Q9NZ20; QFRET BODIPY PC-A2 liposome hydrolysis, fluorescence; inhibition, % at 12.2 µM;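 active means inhibition above mean plus 3 SD of compounds lying within the high and low control bounds, cut at about 19% in these data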;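 further: 0% = median of test compound wells and 100% = no enzyme DMSO wells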
Target sequence (Q9NZ20 whole entry, looked up): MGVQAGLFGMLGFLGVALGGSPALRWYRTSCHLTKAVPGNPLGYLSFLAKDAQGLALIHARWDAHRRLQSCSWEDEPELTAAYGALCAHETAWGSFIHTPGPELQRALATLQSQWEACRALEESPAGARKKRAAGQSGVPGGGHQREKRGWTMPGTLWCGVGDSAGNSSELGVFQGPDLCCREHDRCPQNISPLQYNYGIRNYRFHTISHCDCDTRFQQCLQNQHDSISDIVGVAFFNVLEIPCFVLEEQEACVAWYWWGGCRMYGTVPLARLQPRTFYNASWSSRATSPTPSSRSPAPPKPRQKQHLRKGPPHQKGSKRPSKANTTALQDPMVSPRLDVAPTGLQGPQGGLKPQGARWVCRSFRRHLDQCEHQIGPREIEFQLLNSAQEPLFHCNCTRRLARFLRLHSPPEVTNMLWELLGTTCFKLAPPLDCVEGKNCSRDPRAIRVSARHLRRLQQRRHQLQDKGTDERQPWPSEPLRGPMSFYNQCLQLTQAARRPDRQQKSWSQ
ADAM10 inh = ADAM10 inhibition, QFRET primary screen | O14672 | recombinant ADAM10, EDANS/DABCYL FRET peptide cleavage, 3 h | inhibition, % at 7 µM | 370,000 compounds, 0.62% hits | AID 720582;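 active means inhibition above a per-campaign cutoff equal to the mean of compounds falling between control-based bounds plus 3 SD, cut at about 20% in these data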;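 further: 0% = DMSO wells while the 100% control is not disclosed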
SMARCA2 act = increases SMARCA2 function in MMTV reporter cells; AID 652017; 370,000 compounds, 1% hits; MG213 cells, MMTV-luciferase reporter, dexamethasone, overnight; activation, % at 9.1 µM; in the data active means activation above about 7.8%;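 further: 0% = vehicle wells and 100% = reference activator wells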
DAX1 inh-1 = DAX1 (NR0B1) inhibition, primary screen | HEK293T StAR-luciferase reporter, SF-1/DAX-1 repression relief | inhibition, % at 6.8 µM | 370,000 compounds, 1.1% hits | AID 652010;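 active means inhibition above the mean over all tested compounds plus 3 SD, cut at about 3.6% in these data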;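 further: 0% = DAX-1 cells with DMSO and 100% = cells lacking DAX-1 with DMSO; higher inhibition means more luminescence from relief of DAX-1 repression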
GC-A act = GC-A (human) enzyme activation; AID 1671463; HEK293 GC-A cells, cGMP TR-FRET, EC30 ANP; 0% at EC30 ANP, 100% saturating ANP; P16066; 370,000 compounds, 0.14% hits; activation, % at 10 µM; in the data active means activation above about 40%
GAA850 FXN act = activators of GAA850 frataxin (FXN) promoter; HEK293 lucGAA850 FXN promoter luciferase reporter, 24 h; percent of 10 µM SAHA response; activation, % at 6 µM; 360,000 compounds, 0.56% hits; AID 540364;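 active means activation above the average of all compounds screened plus 3 SD, cutoff fixed separately per campaign, cut at about 7.5% in these data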;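 further: 0% = DMSO wells and 100% = 10 µM SAHA wells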
DAX1 inh-2 = inhibitors of human orphan nuclear receptor DAX1 (NR0B1) | P51843 | HEK293 Gal4-DAX1 luciferase reporter, luminescence | inhibition, % at 6.75 µM | 340,000 compounds, 0.99% hits | AID 504766;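 active means inhibition above the mean over all tested compounds plus 3 SD, cut at about 4.2% in these data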;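 further: 0% = DAX1-transfected cells with DMSO and 100% = empty-vector control cells with DMSO; inhibition shows as a rise in luminescence from relieved DAX1 repression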
Target sequence (P51843 207-470 limits assumed): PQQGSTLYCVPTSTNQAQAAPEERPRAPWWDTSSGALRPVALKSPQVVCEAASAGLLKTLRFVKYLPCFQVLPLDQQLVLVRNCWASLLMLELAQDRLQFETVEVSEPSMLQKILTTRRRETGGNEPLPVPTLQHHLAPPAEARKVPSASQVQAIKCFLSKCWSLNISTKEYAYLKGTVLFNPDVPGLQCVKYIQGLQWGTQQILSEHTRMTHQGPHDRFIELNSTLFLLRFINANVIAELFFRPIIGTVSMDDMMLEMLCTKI
ssDAF12 agonist = S. stercoralis DAF-12 activation, primary screen | 370,000 compounds, 1% hits | activation, % at 6.8 µM | AID 652126 | HEK293 ssDAF-12/GRIP1 lit1-tk-luc reporter, luminescence; % of 3 µM dafachronic acid response;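 active means activation above the mean over all tested compounds plus 3 SD, cut at about 0.9% in these data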;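 further: 0% = DMSO-only wells and 100% = 3 µM delta7-dafachronic acid wells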
hgDAF12 agonist = activates the H. glycines DAF-12 receptor ligand-binding domain | activation, % at 6.8 µM | HEK293 GAL4-hgDAF12 UAS-luciferase reporter, agonist luminescence; normalized to butyrate control | AID 687014 | 370,000 compounds, 1.8% hits;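 active means activation above a cutoff set at the mean of all screened compounds plus 3 SD, cut at about 10% in these data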;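 further: 0% = DMSO wells and 100% = sodium butyrate wells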
GC-B act = GC-B (human) receptor activation; HEK293-GC-B cells, CNP EC30, cGMP TR-FRET; 0% at EC30 CNP, 100% saturating CNP; AID 1920062; activation, % at 10 µM; 370,000 compounds, 0.11% hits;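 active means activation at 10 µM reaching about 35% in either raw or pattern-adjusted values, limit read from the data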
* marks the source's active call; other numbers are inactive results; i = inactive; · = no result given. No enrichment for hits; any-hit rate near 6.6%.

Every second line gives: hcDAF-12 act	sPLA2-III inh	ADAM10 inh	SMARCA2 act	DAX1 inh-1	GC-A act	GAA850 FXN act	DAX1 inh-2	ssDAF12 agonist	hgDAF12 agonist	GC-B act
> O=C1/C(=C/c2cccnc2)SC(=NCc2ccccc2)N1Cc1ccccc1
  -1.0	4.0	-3.9	-5.4	0.3	-2.7	1.2	1.9	-1.0	2.4	5.0
> C[C@@H]1OC(Nc2ccc(N=Nc3ccccc3)cc2)[C@H](O)[C@H](O)[C@H]1O (some centres not stated)
  -0.2	11.2	4.4	-1.5	0.5	10.9	-0.3	·	-1.3	1.8	-3.3
> c1csc(-c2nc(N3CCCCC3)no2)c1
  3.3	5.9	0.8	5.3	1.3	6.9	5.3	5.0*	-0.2	5.7	3.1
> CC(C)CC1NC2(C(=O)N(C)c3ccccc32)C2C(=O)N(C(C)C)C(=O)C12 (configuration not stated)
  -2.4	4.8	-3.4	5.5	0.2	5.0	-0.3	1.4	-1.4	-1.7	0.9
> O=C(NC(=S)Nc1ccccc1[N+](=O)[O-])c1ccccc1
  3.1	6.9	4.4	0.3	1.0	-0.6	3.7	1.5	-0.5	4.9	-0.9
> C/C(=N\NC(=O)CC(C)C)c1ccc(Cl)c(Cl)c1
  -1.5	8.6	-4.2	-1.7	0.2	4.8	2.9	-0.4	-1.4	0.1	-7.3
> Cc1cc(=O)[nH]c(-c2ccccc2)n1
  -1.2	-2.4	-0.9	0.0	0.2	5.8	-1.9	-0.2	-1.0	0.3	0.3
> CS(=O)(=O)Cc1cc(N2CCCC2)nc(-c2ccccc2)n1
  0.9	-1.4	-11.6	-1.0	-0.5	-0.7	2.9	-0.5	-0.7	-3.8	3.6
> Cc1ccc(C)c(C(=O)CCC(=O)N2CCN(c3cccc(C(F)(F)F)c3)CC2)c1
  -0.9	-7.0	-1.1	-0.3	-0.5	-2.5	-1.2	0.1	-0.5	2.4	3.4
> CC(=O)NCCOc1nc(N(C)C)nc(N2CCOCC2)n1
  -1.9	1.2	-1.8	1.1	-0.5	-0.4	1.2	-1.6	-1.0	3.8	2.7
> Cc1ccc(C)c(N2CCN(C3C(=O)Nc4ccccc4-n4nnnc43)CC2)c1 (configuration not stated)
  2.8	2.5	-3.3	-4.3	-0.4	-3.6	·	·	0.1	2.8	2.2
> C=CCn1c(SCc2ccccc2F)nc2cc(C(=O)O)ccc2c1=O
  -1.6	-8.2	-14.8	-0.5	0.0	3.5	-1.7	0.9	-1.4	-0.8	1.4
> CN(C)c1cccc2c(S(=O)(=O)NCC3CCN(C(=O)C(=O)c4cc5ccccc5o4)CC3)cccc12
  -2.2	-25.9	4.8	-6.8	-1.6	5.3	·	·	-1.2	-1.2	3.7
> Cc1c(C2(O)CCCCC2)[nH]c2cnccc12
  2.3	-15.9	i	1.0	-0.7	-1.4	0.2	0.3	-1.2	-1.8	-5.9
> Cc1ccc2nc(-c3ccncc3)cc(C(=O)Nc3ccc(F)cc3C)c2c1
  0.7	-1.7	-2.3	-1.3	1.8	-3.6	0.9	0.0	-1.0	-1.5	2.3
> Cc1ccc(C(=O)c2ccccc2C(=O)Nc2ccccc2)cc1
  -1.1	-5.1	9.6	2.6	0.1	-7.3	0.7	0.7	-0.8	-1.0	-14.2
> Cc1c(CC(=O)O)c(=O)oc2cc(OCc3ccc(F)cc3Cl)ccc12
  -0.8	3.0	-139.6	0.5	0.1	1.8	2.1	-0.7	-1.3	-0.2	-1.8
> COc1ccc(C(=O)/C=C/Nc2cc(C)on2)c(OC)c1
  1.2	-2.7	-25.4	2.7	0.7	5.1	2.4	-0.8	-0.9	2.9	-4.8
> CSc1sc(C(=O)NNC(=O)c2ccc(Cl)cc2)c2c1C=CCC2
  -0.6	-22.4	-2.4	0.3	-0.2	-1.8	0.0	-0.4	-1.2	5.2	-2.7
> O=C1c2cccnc2C(=O)N1c1cccc([N+](=O)[O-])c1
  3.8	1.8	-0.5	-2.2	0.0	0.4	2.5	0.1	-1.3	3.9	3.4
> CCCSCCCNC(=O)CC1Oc2ccccc2NC1=O (configuration not stated)
  1.0	4.1	-4.7	-1.3	0.4	-1.9	0.3	0.0	-0.7	2.0	-2.4
> CCCc1cc(=O)oc2cc(OCc3ccc(C(=O)O)o3)ccc12
  1.4	-3.0	-138.2	2.8	0.2	0.6	-0.2	0.3	-0.4	2.8	1.5
> COc1ccccc1/C=N\N=C(\N)c1ccccn1
  6.0*	1.1	-2.9	4.9	3.9*	-0.3	2.1	-0.2	1.1*	13.5*	1.1
> Cc1ccc(C)n1-c1ccc(N2CCOCC2)c(Br)c1
  1.2	3.9	-0.2	1.7	-0.4	-3.6	-0.1	0.2	-0.9	0.6	6.3
> Cc1cc(C)c(S(=O)(=O)N2CCCCC2C(=O)O)c(C)c1 (configuration not stated)
  0.1	-0.9	-3.1	1.8	0.8	3.3	-0.2	0.8	-1.4	-1.3	1.5
> CCOC(=O)C1=C(c2ccccc2)NC(=O)N(C(C)=O)C1c1cccc([N+](=O)[O-])c1 (configuration not stated)
  1.0	0.3	-1.7	-0.7	-0.5	-31.8	0.7	-0.6	-2.2	0.5	-18.6
> CC1CC(C)(C)CC2(C1)NC(=O)N(CC(=O)OCc1ccc(Br)cc1)C2=O (configuration not stated)
  0.7	5.1	-2.9	-1.5	-1.3	-3.2	2.2	-0.8	-1.1	2.3	4.2
> O=c1c2cc(N3CCOCC3)ccc2[nH]c(=S)n1Cc1cccc(Cl)c1
  0.3	2.0	-30.8	-0.4	-0.6	24.5	0.9	-0.2	-0.5	1.8	9.2
> COC(=O)c1ccc(NC(=O)CSc2nnc(-c3ccncc3)n2C)cc1
  1.6	-4.2	1.5	-1.5	-1.3	0.0	-2.9	0.2	-1.2	4.3	-0.2
> COc1ccc(NC(=O)CN(Cc2ccccc2)Cc2ccccc2)cc1S(N)(=O)=O
  -1.0	-2.7	5.6	-0.7	0.6	-3.0	-1.9	0.3	-1.8	-1.8	-1.6
> CN1CCN(S(=O)(=O)c2ccc(NC(=O)c3cccs3)cc2)CC1
  0.2	-0.1	-6.8	1.1	1.4	-0.8	-1.4	-1.0	-0.9	1.6	3.0
> COCc1[nH]nc2c1C(c1ccc(C)cc1)NC2=O (configuration not stated)
  -2.0	7.1	-9.1	-4.8	1.6	0.9	·	·	-0.6	3.2	2.9
> COCCn1c(SCc2c(F)cccc2Cl)nc2c1c(=O)[nH]c(=O)n2C
  -1.4	-0.6	6.1	0.9	-0.1	3.9	2.8	1.3	-0.7	-2.1	1.0
> CC(C)C(=O)N1CCN(S(=O)(=O)c2ccc3ccccc3c2)CC1
  -1.8	-3.9	3.1	-3.0	-0.5	-17.1	-0.9	-1.1	-1.8	-0.7	-8.7
> CCNS(=O)(=O)c1ccc(NC(=O)Cn2nc(C(F)(F)F)cc2C)cc1
  -1.4	-23.8	12.8	-1.1	0.4	-1.6	-1.9	0.8	-0.9	0.8	1.5
> COc1ccc(/C=C/C(=O)OCC(=O)NC2CCS(=O)(=O)C2)cc1 (configuration not stated)
  -1.0	9.7	-20.5	-2.2	-0.9	1.2	0.4	1.0	-1.0	0.8	0.0
> Cc1cc(C)cc(NC(=O)COC(=O)c2ccc(CN3CCCC3=O)cc2)c1
  1.7	-14.5	-1.5	0.3	2.0	-0.1	1.0	0.6	-0.7	-0.2	5.3
> CCCN(CCC)S(=O)(=O)c1cc(CN2C(=O)c3cccnc3C2=O)ccc1OC
  -2.3	4.6	-8.6	-1.1	0.3	-1.1	2.8	1.4	-1.4	-1.8	0.2
> COC(=O)CN1C(=O)[C@H]2[C@@H](c3ccc(C)o3)N3C(=O)CN(Cc4ccc(-c5ccccc5)cc4)C(=O)[C@@]3(C)[C@H]2C1=O
  -0.3	-20.2	-3.9	-0.3	-0.4	25.0	1.8	0.2	-1.0	-1.2	-0.2
> CCOC(=O)/C(C#N)=C/NC(=O)NC(C)(C)C
  0.0	4.8	1.8	-3.3	-0.6	-0.5	0.6	1.1	-1.2	-1.5	-2.2
> CC1CCC2(CC1)NC(=O)N(CC(=O)NCc1ccco1)C2=O (configuration not stated)
  1.5	5.1	-3.4	-2.6	0.4	3.3	0.3	3.5	-0.5	-0.8	4.8
> COc1ccc(-c2cc(C(=O)OCC(=O)NC(C)C)c3ccccc3n2)cc1
  -0.8	0.3	-112.0	3.8	-1.4	7.8	-0.5	-1.0	-1.1	-0.4	-11.0
> O=C(NCc1ccccc1)c1ccc2c(=O)[nH]c3c(C(=O)NCC4CCCO4)sc(=S)n3c2c1 (configuration not stated)
  -1.1	-2.1	-3.7	-1.2	0.1	-5.0	0.4	-0.6	-1.3	-0.7	3.2
> COc1ccc(N2C(=O)CSC23C(=O)Nc2ccccc23)cc1 (configuration not stated)
  0.7	5.0	3.1	8.6*	0.5	-2.3	-1.6	-0.4	-0.3	-1.0	-5.7
> Oc1cccc(CN2CCN(c3ncc(Cc4ccccc4)cn3)CC2)c1
  -1.7	-20.3	3.1	-8.4	1.0	2.7	·	·	-0.8	-1.1	5.7
> COc1ccc(/C=N/Nc2snc(SC)c2C#N)cc1OC
  1.0	-17.2	-11.7	2.7	0.4	-5.0	5.4	0.5	-0.5	10.0	-12.8
> O=C(Cn1nnc2c(cnn2-c2ccccc2)c1=O)N1CCN(c2ccccc2F)CC1
  -1.8	-2.1	2.9	-2.0	-0.7	2.4	1.6	2.8	-0.9	-0.9	5.0
> CCCCNC(=O)CC1N=C2c3ccccc3N=C(SCC(=O)Nc3ccc(OC)cc3)N2C1=O (configuration not stated)
  -1.1	-18.3	-5.3	2.3	-1.0	-1.5	-2.6	4.0	-1.0	-0.3	-5.5
> Cc1ccccc1CSc1n[nH]c(NS(=O)(=O)c2ccccc2)n1
  -0.2	-3.1	14.7	8.0*	0.0	-0.3	1.7	-0.5	-0.7	-1.6	5.9
> O=C(O)CCC(=O)Nc1ccc2c(c1)Cc1cc(NC(=O)CCC(=O)O)ccc1-2
  -3.0	5.3	-7.6	-1.7	-0.1	3.9	1.6	0.6	-0.4	1.3	-3.9

(further entries)
Every second line gives: hcDAF-12 act	sPLA2-III inh	ADAM10 inh	SMARCA2 act	DAX1 inh-1	GC-A act	GAA850 FXN act	DAX1 inh-2	ssDAF12 agonist	hgDAF12 agonist	GC-B act
> CC1CCCCN1CC(=O)c1c(N)n(Cc2ccccc2)c(=O)n(C)c1=O (configuration not stated)
  -1.4	0.9	5.5	7.0	-0.6	-1.9	2.2	-0.9	-0.4	0.3	8.1
> CCOC(=O)c1cc(C(C)=O)c(=O)[nH]c1C
  -0.9	12.8	-12.7	-0.1	-0.5	4.5	1.8	-0.7	-1.0	-2.5	5.6
> Cc1nnsc1NC(=O)OCc1ccccc1Cl
  -2.1	-10.0	-9.2	-6.5	-0.6	0.7	-1.1	0.4	-1.7	-3.3	-5.6
> CCN(CC)CCOC(=O)C1(c2ccc([N+](=O)[O-])cc2)CCCC1
  -0.5	12.4	-9.0	-4.5	0.9	-0.8	-1.9	0.0	-0.7	0.4	6.3
